# KCNQ2 block = KCNQ2 potassium channel inhibitors, primary screen, cell-based, CHO-K1, FluxOR thallium flux, B-score (AID 2156); 20 min; stronger effect = lower value; B-score at 10 µM; 1.1% of 310,000 active;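 active = fluorescence ratio B-score at most minus 3 library SDs, with starting brightness B-score within 2 library SDs, cut at about -5.5 in these data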
# Target sequence (O88943 whole entry, looked up): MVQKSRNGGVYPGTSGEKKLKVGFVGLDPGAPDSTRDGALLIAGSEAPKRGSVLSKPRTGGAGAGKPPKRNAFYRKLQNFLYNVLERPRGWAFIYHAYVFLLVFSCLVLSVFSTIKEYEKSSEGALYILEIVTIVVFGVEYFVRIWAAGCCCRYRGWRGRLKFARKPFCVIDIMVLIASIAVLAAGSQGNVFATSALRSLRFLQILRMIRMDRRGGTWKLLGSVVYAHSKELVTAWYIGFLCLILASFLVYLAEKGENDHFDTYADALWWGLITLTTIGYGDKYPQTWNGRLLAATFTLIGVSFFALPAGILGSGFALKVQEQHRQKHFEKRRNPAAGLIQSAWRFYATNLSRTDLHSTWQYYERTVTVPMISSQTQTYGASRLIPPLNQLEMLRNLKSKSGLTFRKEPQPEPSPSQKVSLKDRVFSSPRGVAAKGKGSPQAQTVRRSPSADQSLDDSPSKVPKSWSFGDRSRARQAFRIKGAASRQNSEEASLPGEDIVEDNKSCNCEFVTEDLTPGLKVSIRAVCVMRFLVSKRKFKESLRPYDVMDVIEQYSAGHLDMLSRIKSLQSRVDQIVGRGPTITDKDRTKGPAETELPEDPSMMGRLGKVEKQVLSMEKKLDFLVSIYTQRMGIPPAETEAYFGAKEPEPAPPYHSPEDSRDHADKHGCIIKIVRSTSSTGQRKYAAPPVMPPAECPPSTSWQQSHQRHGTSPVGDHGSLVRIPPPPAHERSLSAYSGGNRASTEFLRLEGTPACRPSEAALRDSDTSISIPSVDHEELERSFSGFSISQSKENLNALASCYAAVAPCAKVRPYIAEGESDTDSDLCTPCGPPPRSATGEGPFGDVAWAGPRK
# STK33 kinase inh = inhibitors of purified STK33 kinase, primary screen, biochemical, ADP-Glo luminescence, homogeneous, cell-free | inhibition, % at 10 µM | Serine/threonine-protein kinase 33 (Homo sapiens), Q9BYT3 | MBP phosphorylation | 0.073% of 320,000 active | AID 2661, 2010;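 active = inhibition at or above 25%, using the most active replicate where run in duplicate; inactive = inhibition below 25%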
# OX1R FRET antag = antagonists of human orexin 1 receptor (OX1R) | Orexin/Hypocretin receptor type 1 (Homo sapiens), O43613 | OX1R-expressing cells, FRET antagonist read-out | inhibition, % at 6.6 µM | 1.8% of 330,000 active | AID 485270, 2010; in the data active = inhibition mostly above about 38%, no sharp cut-off; inactive = mostly below about 40%;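 note: 0% = agonist challenge alone and 100% = reference antagonist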
# * marks the source's active call; other numbers are inactive results; i = inactive; / = no result given.
SMILES,KCNQ2 block,STK33 kinase inh,OX1R FRET antag
Cc1oc(-c2ccccc2Cl)nc1CS(=O)(=O)CC(=O)NC(C)c1ccccc1 (stereo not given),i,0.5,5
COc1cc2nc(N(CCCN(C)C)C(=O)c3ccc(S(=O)(=O)N4CCc5ccccc54)cc3)sc2cc1OC,i,-1.9,9
Cc1ccccc1NC(=O)C(C)N1C(=O)c2ccccc2C1=O (stereo not given),i,-0.8,3
CC(=O)N/C(=C\c1ccccc1)C(=O)OC(C)C(=O)NCc1ccccc1 (stereo not given),i,0.1,24
CCOc1c(Br)cc(C(N)=O)cc1OC,i,-0.7,17
COc1ccc(C(=O)C2CCCN(C(=O)CSC)C2)cc1OC (stereo not given),i,-0.1,-2
OCCNC(=S)Nc1ccc2nsnc2c1,i,3.1,35
CCNS(=O)(=O)c1ccc(NC(=S)N2CCc3ccccc32)cc1,i,-1.2,/
Cc1ccccc1NC(=O)CSc1ccc(-c2ccco2)nn1,i,-0.7,16
CCOc1ccc(C(=O)NN2C(=O)C3C4C=CC(O4)C3C2=O)cc1 (stereo not given),i,-1.7,14
CCCCN(C(=O)/C=C/c1ccccc1)C1CCS(=O)(=O)C1 (stereo not given),i,0.2,13
CC1=C(C)C(=O)N(c2ccc(C(=O)O)cc2)C1=O,i,-0.3,67
CC(NC(=O)c1ccc(Br)cc1Br)c1ccccc1 (stereo not given),i,-1.8,17
Cc1c(C(=O)N2CCCCCC2)c(S(=O)(=O)Nc2ccc(F)cc2)c(C)n1C,i,0.1,0
CC(C)N1C(=O)c2ccccc2N(Cc2ccccc2)S1(=O)=O,i,-0.2,12
CCOc1ccc(NC(=S)Nc2ccc(OCC)cc2)cc1,i,-0.1,10
Cc1cc2oc(=O)cc(C)c2cc1NC(=O)CCC(=O)O,i,-2.0,0
CCc1cccc(NC(=O)CSCc2cc(=O)[nH][nH]2)c1,i,-1.3,12
Cc1ccc(S(=O)(=O)N2CCCC(C(=O)NCC3COCCO3)C2)cc1 (stereo not given),i,-1.2,-3
Cn1cc(S(=O)(=O)N2CCN(c3cccc(Cl)c3)CC2)c(=O)n(C)c1=O,i,-1.0,16
CCN(CC)C(=O)c1[nH]cnc1C(=O)N[C@@H](Cc1ccccc1)C(=O)OCc1ccccc1,i,-2.4,39
CCCN1C(=O)C(=O)N(CC(=O)c2cc(C)n(C3CC3)c2C)C1=O,/,-1.6,8
CCCOc1ccc(CC(=O)NCc2ccco2)cc1OC,i,0.4,8
O=C(c1cc[n+]([O-])cc1)N1CCc2c([nH]c3ccccc23)C1c1ccccc1Cl (stereo not given),i,0.3,13
COC(=O)c1ccc(CN2CCC(Oc3cccc(C(=O)N4CCOCC4)c3)CC2)cc1,i,-0.6,47
Cc1cccc(OCC(=O)NC(=S)Nc2ccccc2N2CCOCC2)c1,i,0.2,9
Cc1nnc(SC(C)C(=O)N2CCc3ccccc32)s1 (stereo not given),i,0.7,21
CC(C)(C)c1ccc(C(=O)N/N=C/c2ccccn2)cc1,i,0.3,5
C[C@H](NC(=O)c1nc[nH]c1C(=O)N[C@@H](Cc1ccccc1)C(=O)OC(C)(C)C)c1ccccc1,i,0.6,15
COc1ccc(CN(C)CC(=O)c2c(N)n(Cc3ccccc3)c(=O)n(C)c2=O)c(OC)c1,i,-4.3,13

# Reprinted from the part before: three entries, then new ones.
SMILES,KCNQ2 block,STK33 kinase inh,OX1R FRET antag
CC(C)(C)c1ccc(C(=O)N/N=C/c2ccccn2)cc1,i,0.3,5
C[C@H](NC(=O)c1nc[nH]c1C(=O)N[C@@H](Cc1ccccc1)C(=O)OC(C)(C)C)c1ccccc1,i,0.6,15
COc1ccc(CN(C)CC(=O)c2c(N)n(Cc3ccccc3)c(=O)n(C)c2=O)c(OC)c1,i,-4.3,13
O=C(NCc1ccco1)C1Cc2ccccc2CN1S(=O)(=O)c1ccccc1F (stereo not given),/,1.1,10
Cc1cc(C)cc(-n2ncc3c2CCCC3NC(=O)CN2CCCCC2=O)c1 (stereo not given),i,-0.6,10
CC(=O)c1c(C)[nH]c(C(=O)Nc2cc(F)ccc2C)c1C,i,-0.8,8
CCOc1ccc(S(=O)(=O)N2CC(=O)Nc3ccccc32)cc1,i,-0.3,-2
Cc1noc(NS(=O)(=O)c2ccc(NC(=O)c3cc(-c4ccccc4Cl)nc4ccccc34)cc2)c1C,i,-3.4,8
Cc1cc(NC(=O)CSc2nnc(CNC(=O)c3ccc(C(C)(C)C)cc3)o2)no1,-6.4*,-0.8,31
O=C1C/C(=C/NCc2ccccc2)C(=O)N1,/,-2.7,7
NCCNc1ccc2nnnn2n1,i,-1.8,12
CCOc1ccccc1C(=O)N(Cc1sccc1C)C1CCS(=O)(=O)C1 (stereo not given),i,0.3,31
CNC(=S)N1CCN(c2nc(-c3ccc(Cl)cc3)cs2)CC1,i,-0.6,22

# Reformatted with bars between the fields: entries from further up.
canonical_smiles | KCNQ2 block | STK33 kinase inh | OX1R FRET antag
O=C(NCc1ccco1)C1Cc2ccccc2CN1S(=O)(=O)c1ccccc1F (stereo not given) | / | 1.1 | 10
NCCNc1ccc2nnnn2n1 | i | -1.8 | 12

# (next part)
SMILES,KCNQ2 block,STK33 kinase inh,OX1R FRET antag
Cc1ccc(S(=O)(=O)N(C)C)cc1NC(=O)C(C)OC(=O)C1CCCC1 (stereo not given),i,-0.5,4
CC1(C)C(=O)Nc2ccccc2N1C(=O)COC(=O)Cc1ccccc1F,/,0.1,12
C=CCn1c(SCc2nc3ccccc3[nH]2)nnc1-c1ccccn1,i,0.1,18
Cc1ccc(S(=O)(=O)Nc2ccc3nc(C)sc3c2)c(C)c1,/,-0.5,5
CCOc1ccc(N2C(=O)C3C(c4ccc(OC)cc4OC)NC(CCSC)(C(=O)OC)C3C2=O)cc1 (stereo not given),i,-4.4,22
CC1CCCCN1C(=O)c1c([N+](=O)[O-])cnn1C (stereo not given),i,0.6,22
COc1ccc(N2CCN(S(=O)(=O)c3cccc4cccnc34)CC2)cc1,i,-2.1,18
CCOc1ccc(-c2nnc(NC(=O)CCCOc3cccc(C)c3)o2)cc1,i,0.3,20
Cc1ccc(N=Nc2c(=O)[nH]n3c(=O)cc(C)[nH]c23)cc1,i,0.0,55*
C/C=C(\C)C(=O)OC(C)(C)[C@@H]1Cc2cc3ccc(=O)oc3cc2O1,/,0.7,12
Cc1ccc(N(C(=O)CNC(=O)c2ccco2)C(C(=O)NC2CCCC2)c2ccncc2)cc1C (stereo not given),i,0.0,18
O=C(Nc1ccc(F)c(F)c1)c1ccco1,i,-1.9,10
CCOC(=O)/C(=N\Nc1ncnc2ccccc12)c1ccc(OC)cc1,i,1.3,32
COc1ccc(NC(=O)Cn2nc(Cc3cccnc3)c3ccccc3c2=O)c(OC)c1,i,0.4,15
COc1cccc(Cn2cc(C)cc(NC(=O)NCc3ccccc3)c2=O)c1,i,5.6,19
Cn1cnc(S(=O)(=O)NCc2cccs2)c1,i,-0.4,12
Cc1nc(CSc2nnc(C)s2)cs1,i,0.7,18
COc1ccc(CNC(=O)c2ccc(N(C)S(=O)(=O)c3ccc(C)cc3)cc2)cc1,i,0.0,14
CC(C)C1C(C#N)=C(N)Oc2n[nH]c(-c3cccs3)c21 (stereo not given),i,2.4,13
COc1ccc(S(=O)(=O)Nc2cccc3c2O[C@H](CN(C)Cc2ccc(C(=O)O)cc2)[C@@H](C)CN([C@H](C)CO)C3=O)cc1,/,-0.7,15
COc1ccc(C2=C/C(=C\c3ccccc3OC(C)=O)C(=O)O2)cc1,i,-1.9,17
CCOC(=O)c1nnn(CC(=O)Nc2ccccc2)c1C(=O)OCC,i,-0.3,22
COc1ccc(CCNC(=O)CCC(=O)Nc2nnc(C(C)C)s2)cc1OC,i,0.7,15
CC(C)c1ccc(N2C(=O)CC(NNC(=O)c3ccccc3Cl)C2=O)cc1 (stereo not given),i,-1.6,-3
CC1/C(=N/O)CC(c2ccccc2)NC1c1ccccc1 (stereo not given),i,-0.9,23
Cc1c(/C(O)=C2/C(=O)C(=O)N(Cc3cccnc3)C2c2ccccn2)cnn1-c1ccccc1 (stereo not given),i,2.6,30
COc1cccc(N2CCN(c3ccc4nnc(CCC(=O)Nc5ccc(F)cc5F)n4n3)CC2)c1,i,0.9,19
CC(=O)N1c2ccccc2C(=O)C1N1CCCCC1 (stereo not given),i,-2.8,16
O=C(Oc1ccc(Br)cc1C(=S)N1CCOCC1)c1cccc([N+](=O)[O-])c1,i,0.0,18
CSCCC(=O)N1CCC(CCC(=O)NC2CC2)CC1,i,-2.5,17
COc1ccc(-c2c(C#N)c(SCC(N)=O)nc3c2CCCC3)cc1,i,-0.5,13
CC(=O)c1cccc(NC(=O)C(OC(=O)c2cccc(S(=O)(=O)N(C)c3ccccc3)c2)c2ccccc2)c1 (stereo not given),-5.5*,-1.8,12
O=C(CSc1nc(-c2ccccc2)nc2ccccc12)Nc1nccs1,i,-0.6,13
CC1(C)Cc2ccccc2/C(=C/C(=O)N2CCCCCC2)N1,i,-2.3,10
CC1CCCC(NCC(O)COC(c2ccc(F)cc2)c2ccc(F)cc2)C1C (stereo not given),i,-1.2,-2
CCOC(=O)CNc1nc(Cl)c(C#N)s1,i,-0.4,4
CC(C)Nc1nc(NC(C)C)nc(SCCOC(=O)Nc2ccc(Cl)cc2Cl)n1,i,-2.0,46
CSc1nc(C)c(C(=O)C[n+]2ccc(C)cc2)cc1C#N,i,0.9,12
COc1ccc(C(=O)O/N=C(\N)c2ccc(OC)c(OC)c2)cc1,i,-1.4,6
Nn1c(SCC(=O)Nc2ccccc2F)nnc1C1CCCCC1,i,-2.3,15
COc1ccccc1Oc1c(C)oc2cc(OC(=O)c3ccco3)ccc2c1=O,/,0.5,11
COc1ccc(NC(=O)c2cc(S(=O)(=O)N3CCc4ccccc43)cn2C)c(OC)c1,i,-0.1,2
Cc1ccc(OCC(=O)NNC(=O)c2cccnc2)cc1C,i,-0.3,10
CN1CCN(CCCn2cnc3c(=O)oc4ccccc4c32)CC1,i,0.8,4
CCOC(=O)C1=C(C)NC(C)=C(C(=O)OCC)C1C(=O)OCC(=O)N1CCCCC1CC (stereo not given),i,-0.2,9
O=C(CN1C(=O)S/C(=C\c2ccccc2)C1=O)NC1CCS(=O)(=O)C1 (stereo not given),i,-0.7,24
O=S(=O)(Nc1ccc(Cl)cn1)c1cccs1,i,-0.5,14
S=C(NCC1CCCO1)NC12CC3CC(CC(C3)C1)C2 (stereo not given),i,-0.5,8
CNCCCc1[nH]nc(N)c1C#N,i,1.5,-3
COC(=O)C1CCN(C(=O)C2CCN(C(=O)[C@H](C)NS(=O)(=O)c3ccc(C)cc3)CC2)CC1,i,-1.1,10
# Next structures follow:
SMILES,KCNQ2 block,STK33 kinase inh,OX1R FRET antag
CCn1nc(C)c(NC(=O)c2ccc(Br)o2)c1C,i,0.3,-15
O=C(O)C1C2C=CC3(CN(Cc4ccco4)C(=O)C13)O2 (stereo not given),i,-1.2,12
COc1ccc(CCNC(=O)CSc2ccccn2)cc1,/,4.5,28
O=C(NCCC1=CCCCC1)c1cc(-c2ccncc2)nc2ccccc12,i,-0.3,37
COc1cccc(N2C(=O)C3C(C2=O)C2C=CC3C23CC3)c1 (stereo not given),i,-0.1,17
COc1cc(C(C)=O)ccc1OCC(=O)OC(C)C(=O)c1ccc(F)cc1 (stereo not given),/,-0.1,5
COc1ccccc1CNC(=O)C1CCN(S(=O)(=O)c2cccc3nonc23)CC1,i,-1.4,17
Cc1ccc(S(=O)(=O)N2CCC(C(=O)N3CCc4ccccc43)CC2)cc1,i,-0.3,23
CCSc1nc(-c2ccccc2)c(-c2ccccc2)n1CC(O)CO (stereo not given),i,-1.0,9
O=C(CC(Nc1ccc(F)cc1)c1ccccc1)c1ccccc1 (stereo not given),i,-1.7,9
COC(=O)CN1C(=O)C(O)(CC(=O)c2ccc(Br)cc2)c2ccccc21 (stereo not given),i,-1.5,4
Cc1ccccc1CN1CCN(S(=O)(=O)c2ccc(F)cc2)CC1,i,-1.5,4
COc1ccccc1OCc1nnc(SCC(N)=O)n1-c1ccccc1,i,0.8,7
Cc1ccc(CN(CC(=O)NCCc2ccccc2)C(=O)c2csnn2)cc1,i,0.3,10
COc1ccc(N2CCN(C(=O)c3ccc(OCc4c(C)noc4C)c(OC)c3)CC2)cc1,i,-0.2,6
CN(C)c1ccc(CNc2ncnc3sccc23)cc1,i,1.3,30
O=C(CN(C(=O)Cn1nnc(-c2ccc(F)cc2)n1)c1cccc(F)c1)NC1CCCC1,i,0.0,4
Nc1nonc1-c1nc2ccccc2n1CC(=O)N1CCCCC1,i,0.3,17
CC(C)CN(C(=O)COC(=O)c1cncc(Br)c1)c1c(N)n(Cc2ccccc2)c(=O)[nH]c1=O,i,-0.6,25
CC(=O)Nc1cccc(NC(=O)C2CCCN2C(=O)Nc2ccc(Cl)cc2)c1 (stereo not given),i,-3.4,9

# 5 of the compounds above, bar-delimited.
smiles | KCNQ2 block | STK33 kinase inh | OX1R FRET antag
O=C(CN(C(=O)Cn1nnc(-c2ccc(F)cc2)n1)c1cccc(F)c1)NC1CCCC1 | i | 0.0 | 4
CN(C)c1ccc(CNc2ncnc3sccc23)cc1 | i | 1.3 | 30
Nc1nonc1-c1nc2ccccc2n1CC(=O)N1CCCCC1 | i | 0.3 | 17
COc1ccc(N2CCN(C(=O)c3ccc(OCc4c(C)noc4C)c(OC)c3)CC2)cc1 | i | -0.2 | 6
Cc1ccccc1CN1CCN(S(=O)(=O)c2ccc(F)cc2)CC1 | i | -1.5 | 4

# Screening data: PubChem, several laboratories
